Bioassay records from PubChem.
Cardiac RTF inh: cardiac RTF calcium desensitization; inhibition, % at 7.15 µM; IANBD-labeled cardiac RTF, Ca2+ fluorescence; P19429+P45379; 340,000 tested, 0.12% active;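 active = inhibition above the mean inhibition of all tested compounds plus 3 SD, cut at about 17% in these data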;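 also: assay run at fixed EC70 calcium of 1.6 mM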
SR-BI uptake up: enhances SR-BI lipid uptake from DiI-HDL | 320,000 tested, 0.096% active | CHO ldlA[mSR-BI] cells, DiI-HDL uptake fluorescence, 3 h; 100 = double the neutral-control signal | activation, % at 12.5 µM | AID 504775;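 active = mean replicate activation of at least 60% and every replicate at or above 60%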;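 also: 0% = median plate neutral-control signal and 100% = twice that signal; values of inactives mirror those of a sister screen read the other way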
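material = CHO ldlA[mSR-BI] cells | medium = Ham's F12 with 0.5% BSA, HEPES 25 mM, pH 7.4 | reagent = fluorescent DiI-HDL, 10 µg/mL final | compound dosing = single-point compound dose | incubation = 3 h, 37 °C | measured by = bottom-read fluorescence, 550/595 nm | measure = HDL uptake via cellular fluorescence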
SR-BI DiI inh: inhibitors of mouse SR-BI mediated HDL lipid uptake. ldlA[mSR-BI] CHO cells, DiI-HDL uptake fluorescence, 3 h. Q61009. 320,000 tested, 0.96% active. inhibition, % at 12.5 µM;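 active = mean replicate inhibition of at least 70% and a set share of replicates each scoring 70 or more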;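 also: 0% = median of neutral control wells and 100% = median of positive control wells; values of inactives mirror those of a sister screen read the other way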
Target sequence (Q61009 whole entry, looked up): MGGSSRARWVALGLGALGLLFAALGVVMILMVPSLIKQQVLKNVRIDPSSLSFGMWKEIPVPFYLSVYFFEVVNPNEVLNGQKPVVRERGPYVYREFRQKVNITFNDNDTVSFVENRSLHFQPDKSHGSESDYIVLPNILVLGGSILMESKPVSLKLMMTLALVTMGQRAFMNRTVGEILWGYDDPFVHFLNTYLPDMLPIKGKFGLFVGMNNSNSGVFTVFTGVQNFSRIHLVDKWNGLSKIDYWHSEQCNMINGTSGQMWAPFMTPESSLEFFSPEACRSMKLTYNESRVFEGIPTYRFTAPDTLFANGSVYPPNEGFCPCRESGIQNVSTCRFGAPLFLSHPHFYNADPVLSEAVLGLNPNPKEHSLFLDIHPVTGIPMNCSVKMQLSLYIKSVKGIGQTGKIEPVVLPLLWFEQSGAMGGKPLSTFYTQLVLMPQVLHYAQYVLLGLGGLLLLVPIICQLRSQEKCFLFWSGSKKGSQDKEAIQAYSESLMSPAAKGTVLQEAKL
Arr AP2 block: blocks beta-arrestin peptide binding to AP2 adaptin; FITC-arrestin peptide / GST-AP2 beads, flow cytometry; AP2 beta2 appendage carries R879A mutation; inhibition, % at 10 µM; 340,000 tested, 0.31% active; AID 504490;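 active = inhibition above a set limit, near 3 SD of compounds lacking own fluorescence, cut at about 54% in these data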;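 also: plate controls were DMSO wells for no effect and 5 µM unlabelled arrestin peptide for full effect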
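test system = AP2 appendage R879A on GSH beads | buffer or medium = PBS plus Tween 20 (0.05%) and BSA (0.1%) | incubation = 12 min plus 1 h, RT | detection = bead flow cytometry, FITC channel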
PvdQ acylase: blocks Pseudomonas aeruginosa PvdQ acylase activity | inhibition, % at 10 µM | purified PvdQ acylase, fluorescence plate reader | AID 488965 | 340,000 tested, 0.063% active; in the data active = inhibition above about 30%, passing the limit was not always enough;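 also: 0% = vehicle neutral wells and 100% = reference inhibitor wells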
NSD2 inh: blocks human histone methyltransferase NSD2 | O96028 | NSD2 peptide methylation, AlphaScreen, 120 min | inhibition, % at 12.5 µM | 310,000 tested, 0.54% active | AID 743445; in the data active = inhibition above about 50%
PKA-R2B activ: PKA-R2B complex activation; P22694+P31323; PKA-R2B holoenzyme dissociation, Cy5-IP20 fluorescence polarization; R2B truncated from residue 108, S112A mutant; 0% DMSO only, 100% 113 µM cGMP; activation, % at 11.4 µM; 340,000 tested, 0.079% active;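 active = activation above a cutoff set at the mean over all compounds plus 3 SD, cut at about 18% in these data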;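 also: higher means more holoenzyme dissociation and a rise in polarization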
DAGLB inhibitor: blocks human DAGLB lipase activity; HEK293T DAGLB membrane lysate, EnzChek fluorogenic substrate; 340,000 tested, 0.059% active; inhibition, % at 5.17 µM; AID 504411; in the data active = inhibition above about 34%;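 also: 0% = enzyme with vehicle and 100% = wells lacking enzyme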
LANA DNA inh: inhibitors of KSHV LANA C-terminal domain DNA binding. MBP-C-LANA/FAM-LBS DNA binding, fluorescence polarization. inhibition, % at 9 µM. 340,000 tested, 0.078% active;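 active = highest replicate inhibition at or above 60% at 9 µM, even if other replicates fall short; inactive = all replicates below 60% inhibition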;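 also: 0% = neutral control wells and 100% = 4 µM acridine orange control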
Keap1 Nrf2 FP: Keap1-Nrf2 (human) interaction inhibition | Q14145 | Keap1 Kelch-Nrf2 peptide fluorescence polarization, 1536-well | inhibition, % at 9.4 µM | 340,000 tested, 0.15% active | AID 504523; in the data active = inhibition above about 12%;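 also: human Keap1 Kelch domain with fluorescein labeled Nrf2 9mer peptide probe; 0% = neutral control wells and 100% = peptide positive control; higher means more block of Keap1 binding to Nrf2 peptide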
Target sequence (Q14145 whole entry, looked up, the tested form may be a part): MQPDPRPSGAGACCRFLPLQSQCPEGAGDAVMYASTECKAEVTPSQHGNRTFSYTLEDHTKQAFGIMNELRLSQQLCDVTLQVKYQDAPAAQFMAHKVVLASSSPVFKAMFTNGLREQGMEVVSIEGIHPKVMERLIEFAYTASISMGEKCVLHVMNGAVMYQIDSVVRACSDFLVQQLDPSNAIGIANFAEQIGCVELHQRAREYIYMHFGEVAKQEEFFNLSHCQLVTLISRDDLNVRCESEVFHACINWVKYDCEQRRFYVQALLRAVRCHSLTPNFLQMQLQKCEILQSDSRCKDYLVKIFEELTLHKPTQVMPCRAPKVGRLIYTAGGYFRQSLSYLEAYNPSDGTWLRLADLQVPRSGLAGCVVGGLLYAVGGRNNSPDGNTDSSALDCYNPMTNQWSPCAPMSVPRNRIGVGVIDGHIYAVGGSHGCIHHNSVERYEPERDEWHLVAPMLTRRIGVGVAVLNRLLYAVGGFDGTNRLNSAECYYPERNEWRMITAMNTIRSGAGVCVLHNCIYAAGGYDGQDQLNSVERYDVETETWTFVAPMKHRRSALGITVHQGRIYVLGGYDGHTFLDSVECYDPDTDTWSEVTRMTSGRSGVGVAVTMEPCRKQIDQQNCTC
* = called active by the depositor; / = not tested or not shown.

SMILES	Cardiac RTF inh	SR-BI uptake up	SR-BI DiI inh	Arr AP2 block	PvdQ acylase	NSD2 inh	PKA-R2B activ	DAGLB inhibitor	LANA DNA inh	Keap1 Nrf2 FP
CN(CC(=O)N1CCCCC1)S(=O)(=O)c1cccc2cccnc12	-2	3	-3	1	-5	/	-4	0	-0.9	-1
Cc1ccc(-c2csc(NC(=O)c3ccc(S(=O)(=O)N4CCc5ccccc54)cc3)n2)cc1	-3	-61	61	-4	5	/	-2	-10	-1.4	-3
COc1cc(NC(=O)c2cccc(COCC(F)(F)C(F)F)c2)cc(OC)c1OC	-13	-40	40	18	-8	-1	7	2	-1.7	-1
CCOc1ccc(=O)n(-c2ccccc2)n1	-1	-1	1	-14	-15	-1	5	-2	-0.5	3
O=C(N/N=C/c1cc2ccccc2nc1Cl)[C@H]1C[C@@H]1c1ccccc1	6	-18	18	1	-11	0	-9	-7	0.2	-5
Cc1onc(-c2c(Cl)cccc2Cl)c1C(=O)N=C(N)N1CCOCC1	4	7	-7	-3	-1	0	-11	3	-0.5	-2
Cc1cc(C(=O)COC(=O)c2ccc(NC(=O)CC#N)cc2)c(C)n1C1CC1	-10	-79	79*	5	-17	3	8	-8	-1.0	0
Cc1ccccc1C(=O)NC(NCc1ccco1)C(Cl)(Cl)Cl (centres undefined)	2	34	-34	30	5	0	9	-2	-0.7	0
NC(=O)COc1ccc(/C=N\NC(=O)CC(=O)NCCc2ccccc2)cc1	-3	26	-26	23	2	0	-5	-2	1.9	-1
CC(Cc1ccccc1)NC(=S)CN1CCCC1=S (centres undefined)	2	8	-8	-16	1	-3	2	-1	0.6	-4
O=C1CSC(=S)N1N=C1CCCCCC1	-1	38	-38	11	-6	-14	-4	1	0.5	0
COc1cccc(CNc2nc3nc(C)c(Cl)c(=O)n3[nH]2)c1	2	33	-33	-6	-4	0	-4	2	0.1	0
Cc1cc2c(cc1S(=O)(=O)N1CCN(c3ccccc3F)CC1)OCC(=O)N2	-14	10	-10	38	-8	1	11	2	-0.7	3
CN(C)S(=O)(=O)c1ccc(NC(=O)COc2ncnc3sccc23)cc1	-5	22	-22	-12	2	1	-5	0	0.5	2
COc1ccccc1NC(=O)COC(=O)c1cc2c(s1)CCC2	-6	13	-13	0	-8	-4	-1	-16	-0.4	3
COC(=O)c1ccc(Nc2nc3ccc(C)cc3n3cnnc23)cc1	2	-27	27	33	4	-3	11	-1	0.0	-2
COc1ccc(C(=O)NCCc2c[nH]c3ccc(OC)cc23)cc1	-10	-8	8	-8	-12	34	-3	-1	0.5	-3
CCOC(=O)CC1(c2ccccc2)CCOC(C)(C)C1 (centres undefined)	-25	-20	20	1	2	-9	-1	-6	-0.8	0
CCC(C)c1ccc(NC(=O)c2[nH]c(C)c(C(C)=O)c2C)cc1 (centres undefined)	-7	-70	70	0	-26	7	-8	-1	-0.5	-5
CCCCOc1ccccc1Cn1c(=O)oc2ccc(C)cc21	-5	-26	26	3	4	1	0	-14	0.5	-6
COc1ccc(C(=O)OC2CCN(C)CC2)cc1	6	16	-16	1	-13	9	-5	2	-0.3	-3
Cc1cc(S(=O)(=O)NCCc2ccccc2)c(C)s1	-3	30	-30	3	-2	-3	9	-6	-0.4	3
C/C(=N\NC(=O)c1sccc1C)c1ccncc1	-8	-8	8	31	-2	-1	1	-3	0.5	1
O=C(O)CCCNC(=O)OCc1ccccc1	-2	27	-27	5	-10	-6	-10	1	-1.5	-3
COc1ccc(-n2c(O)c(/C=N/NS(=O)(=O)c3cccc([N+](=O)[O-])c3)c3ccccc3c2=O)cc1OC	-43	-3	3	3	-8	5	-5	3	-59	-218
CCOc1ccc(C(C)=O)cc1COC(=O)c1cnc(Cl)c(Cl)c1	-31	11	-11	-10	-5	16	7	-3	0.6	4
CC1(NC(=O)Cc2c(F)cccc2Cl)CCS(=O)(=O)C1 (centres undefined)	-9	18	-18	0	-16	6	-11	-2	2.1	4
Cc1ccc(NC(=O)COC(=O)CN2C(=O)NC3(CCCC3)C2=O)cc1S(=O)(=O)N(C)C	2	-2	2	3	-10	-5	-1	1	0.3	-3
CCCC(=O)Nc1nnc(SCC)s1	-9	5	-5	7	-11	-3	6	0	0.0	5
CC(C)(C)NC(=O)C[C@H]1C[C@H](C(=O)N2CCCCC2)[C@@]2(C)c3[nH]c4ccc(Cl)cc4c3CCN2C1=O	-6	-12	12	4	13	/	-5	-1	1.8	-2
O=C(CSCCO)Nc1cccc([N+](=O)[O-])c1	3	43	-43	0	-2	-3	4	2	-0.6	-5
Brc1nnc2n1-c1ccccc1Sc1ccccc1-2	6	-15	15	6	-5	13	-9	1	-0.6	4
CCCCOc1ccc(C(=O)Nc2ccc(N3CCN(C)CC3)cc2)cc1	4	-29	29	-5	-9	-4	-2	-1	-0.5	0
O=C(NNC1CC(=O)N(c2ccc(Br)cc2)C1=O)c1ccccn1 (centres undefined)	7	-10	10	0	17	0	-9	3	-0.4	5
C=CCn1c(NC(C)c2cc(Cl)ccc2O)nc2ccccc21 (centres undefined)	-4	-23	23	-2	-16	/	-2	-2	0.4	3
CCOc1ccc(NS(=O)(=O)c2ccc(C(=O)NCc3ccccn3)cc2)cc1	-4	2	-2	-6	-16	-1	-9	-3	0.4	1
Nc1c(C2CCCCC2)c(=O)on1C(=O)c1ccccc1	-6	-8	8	-4	-12	5	2	-1	3.0	-15
O=C(Nc1ccc(O)c(-c2nc3ccccc3s2)c1)C1=COCCO1	-5	4	-4	0	-3	-2	10	-6	0.0	1
Cn1c(=O)c2c(nc(Oc3ccccc3Br)n2C)n(C)c1=O	-6	10	-10	-12	-10	-2	-3	0	-0.2	2
CSc1ccccc1C(=O)Nc1ccc(C)c(C)c1	0	-50	50	54*	14	1	9	-3	0.2	0
COc1ccccc1-n1cc(C(=O)NCC(=O)N2CCN(Cc3ccccc3)CC2)c2ccccc2c1=O	-6	6	-6	-5	-6	-1	3	-2	1.8	-3
c1ccc(OCCN2CCN(Cc3nc(-c4ccc5c(c4)OCO5)no3)CC2)cc1	8	-5	5	13	2	3	-7	-2	-0.3	1
CCOc1ccc(/C(C)=N/NC(=O)c2nnn(-c3nonc3N)c2-c2cccs2)cc1	-8	-12	12	5	-11	-1	-6	-3	0.5	-3
CCOC(=O)CNC(=O)CSc1nc2cccnc2n1C1CCCCC1	-3	-8	8	-1	-7	-3	8	-4	0.2	-10
CCCC(C(=O)O)n1c(O)c(C=C2N=c3ccccc3=N2)sc1=S (centres undefined)	6	/	/	5	12	5	-14	5	-1.4	0
Cc1cccc(C2Nc3ccccc3C(=O)N2CCc2ccccc2)n1 (centres undefined)	-6	0	0	-1	-25	-4	6	2	0.5	-6
COc1ccc(CCN=C(N)NS(=O)(=O)c2ccc(C)c(C)c2)cc1	-6	-4	4	30	-3	-1	-2	-2	-0.7	2
Cc1ncc([N+](=O)[O-])n1CC(=O)NC1CCCC1	-2	/	/	11	-10	1	-1	-2	2.4	0
CCc1ccc(N2CCN(S(=O)(=O)CC34CCC(CC3=O)C4(C)C)CC2)cc1 (centres undefined)	-14	-2	2	17	-10	-1	10	-1	3.0	-2
CCc1ccc(OC(=O)c2cccnc2)cc1	-5	7	-7	0	4	0	0	-2	0.1	-5
Cc1noc(C)c1C(=O)OCC(=O)NC(c1ccccc1)c1ccccc1	-5	9	-9	1	-14	0	6	-2	-0.4	-7
Cc1nnc(NC(=O)CSc2nnc(NC(=O)C(C)(C)C)s2)s1	0	21	-21	-12	-7	-3	0	-1	0.4	-1
O=C(Nc1cc(Cl)ccc1N1CCOCC1)c1cc2ccccc2o1	-9	-67	67	-4	-6	3	-13	0	1.1	-3
CC1=C(C(=O)OCc2cc(C)on2)N2C(=O)[C@@H](NC(=O)OCc3cc(C)on3)[C@H]2SC1	-2	-8	8	-14	-6	/	-18	-1	-2.4	-2
COc1cc(S(=O)(=O)N2CCCCC2)ccc1NC(=O)Cc1ccccc1	-7	-22	22	-1	-14	0	-11	-4	0.7	-4
COc1ccc(N(CC(=O)NCc2ccc(Cl)cc2)S(=O)(=O)c2ccccc2[N+](=O)[O-])c(OC)c1	6	-68	68	-8	-12	0	-3	-3	0.2	-4
CSc1ccccc1C(=O)N1CCC(CCC(=O)NCc2ccc(F)cc2)CC1	0	/	29	-4	-17	2	4	-3	-0.5	-4
COc1cccc2c1Oc1ncccc1N(C(=O)CCC(=O)NCc1ccccc1F)C2	-1	14	-14	-6	-10	0	-18	-2	0.3	-1
O=C(C[C@@H]1C/C=C\CC[C@@H](Cc2ccc(F)cc2)C(=O)OC[C@@H](Cc2ccccc2)NC1=O)NCCO	5	22	-22	3	-14	/	-3	-1	1.4	-2
CC(=O)Nc1cccc(NC(=O)CSc2nc3c(=O)n(C)c(=O)n(C)c3n2C)c1	-6	0	0	31	-1	-1	11	1	0.8	2
Later entries:
SMILES	Cardiac RTF inh	SR-BI uptake up	SR-BI DiI inh	Arr AP2 block	PvdQ acylase	NSD2 inh	PKA-R2B activ	DAGLB inhibitor	LANA DNA inh	Keap1 Nrf2 FP
Cc1cccc(Nc2nnc(SCC(=O)Nc3ccccc3[N+](=O)[O-])s2)c1	-4	-4	4	-7	-7	-1	-10	2	0.8	-5
O=C(c1cccc(S(=O)(=O)N2CCCCC2)c1)N1CCN(S(=O)(=O)c2ccc(F)cc2)CC1	4	-29	29	0	-14	-2	-1	0	0.0	0
Cc1sc2nc(SCC(=O)Nc3cccc(C(=O)O)c3)[nH]c(=O)c2c1C	-8	18	-18	-4	-4	4	-3	2	-1.1	5
CCOC(=O)Cc1csc(NC(=O)COc2cccc(C)c2)n1	-7	-14	14	-2	-13	3	5	-2	1.5	-1
COc1ccc(C(=O)C(C)C(C)=O)c(OCc2ccccc2)c1OC (centres undefined)	2	-17	17	30	8	-1	-13	-5	-1.1	1
CC(C)c1ccc(NS(=O)(=O)c2ccc3c(c2)oc(=O)n3C)cc1	2	/	/	5	-14	-1	-5	-5	-0.1	-6
COc1ccc(C(=O)CSc2cc(C)[nH]c(=O)n2)cc1	-3	2	-2	-21	-7	-1	-12	-1	-0.2	2
COc1ccc(CN(C)C(=O)CNC(=O)c2cccs2)c(OC)c1	-12	-8	8	-13	-18	0	-6	1	2.0	-3

A second format for 2 compounds above.
Cc1cccc(Nc2nnc(SCC(=O)Nc3ccccc3[N+](=O)[O-])s2)c1
  Cardiac RTF inh: -4
  SR-BI uptake up: -4
  SR-BI DiI inh: 4
  Arr AP2 block: -7
  PvdQ acylase: -7
  NSD2 inh: -1
  PKA-R2B activ: -10
  DAGLB inhibitor: 2
  LANA DNA inh: 0.8
  Keap1 Nrf2 FP: -5

O=C(c1cccc(S(=O)(=O)N2CCCCC2)c1)N1CCN(S(=O)(=O)c2ccc(F)cc2)CC1
  Cardiac RTF inh: 4
  SR-BI uptake up: -29
  SR-BI DiI inh: 29
  Arr AP2 block: 0
  PvdQ acylase: -14
  NSD2 inh: -2
  PKA-R2B activ: -1
  DAGLB inhibitor: 0
  LANA DNA inh: 0.0
  Keap1 Nrf2 FP: 0
